Vif inh = inhibitors of HIV Vif. HEK293T cells, Vif self-association by quenched fluorescence, imaging, 24 h. inhibition, % at 7.49 µM. 340,000 tested, 0.35% active. AID 602346; in the data active = inhibition above about 50%, passing the limit was not always enough; also: some results filed as inactive read as strong as hits
CaV13 FRET inh = Primary screen for inhibitors of IQ motif and Ca2+-dependent inactivation inhibitor domain binding in CACNA1D, Förster resonance energy transfer in living cells, …. HEK cells, CFP/YFP FRET ICDI-IQ, plate reader, 10 min; percent FRET-ratio fall versus neutral wells. inhibition, % at 12.3 µM. 340,000 tested, 0.098% active;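 active = mean replicate inhibition of at least 30% and at least 1% of replicates passing that level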;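 also: 0% = median of the neutral control wells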
H9c2 protect = modulators protecting cardiomyocytes from myocardial damage; H9c2 cardiomyocytes, H2O2 injury protection, ATPLite, 2 h; protection from H2O2 cell death, % at 20 µM; 360,000 tested, 0.63% active; AID 588492;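 active = compounds giving at least 50% protection of heart cells from peroxide-induced death in the single-dose screen, raw or plate-pattern-corrected value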;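 also: 0% = DMSO wells with peroxide and 100% = DMSO wells without peroxide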
PDI inh = PDI (human) enzyme inhibition; PDI insulin aggregation turbidity, A650, 90 min; inhibition, % at 10 µM; 350,000 tested, 0.052% active;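 active = mean inhibition across replicates of 30% or more, whatever share of single replicates reach that level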;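 also: absorbance from insulin aggregation driven by PDI reduction with DTT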
Target sequence (P07237 whole entry, looked up): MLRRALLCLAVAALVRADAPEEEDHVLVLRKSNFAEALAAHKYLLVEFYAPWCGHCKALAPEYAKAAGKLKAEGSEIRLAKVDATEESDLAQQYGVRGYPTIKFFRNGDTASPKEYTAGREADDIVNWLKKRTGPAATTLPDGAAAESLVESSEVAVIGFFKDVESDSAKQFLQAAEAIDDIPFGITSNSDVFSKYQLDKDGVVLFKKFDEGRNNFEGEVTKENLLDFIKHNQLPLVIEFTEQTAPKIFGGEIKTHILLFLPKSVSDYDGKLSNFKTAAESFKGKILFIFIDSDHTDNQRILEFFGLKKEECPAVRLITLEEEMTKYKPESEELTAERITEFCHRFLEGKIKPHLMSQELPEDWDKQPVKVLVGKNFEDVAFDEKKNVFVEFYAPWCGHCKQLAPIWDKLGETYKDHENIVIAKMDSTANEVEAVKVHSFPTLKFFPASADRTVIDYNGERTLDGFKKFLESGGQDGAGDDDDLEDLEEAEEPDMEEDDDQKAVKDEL
Exocytosis inh = lytic granule exocytosis inhibition. TALL-104 LAMP-1 surface exposure, flow cytometry; cells stimulated with thapsigargin and PMA. inhibition, % at 10 µM. 360,000 tested, 0.66% active;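 active = inhibition above about 55%, limit read from the data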
HTR2A ag = mouse HTR2A agonism via beta-arrestin recruitment; P35363; CHO-K1 mHTR2A beta-arrestin complementation, luminescence; percent of 30 µM serotonin response; activation, % at 7.6 µM; 360,000 tested, 0.66% active; AID 624169;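 active = activation above a run cutoff, the mean activation of all tested compounds plus 3 SD, cut at about 14% in these data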;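 also: 0% = plate median of compound wells and 100% = 30 µM serotonin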
Target sequence (P35363 whole entry, looked up): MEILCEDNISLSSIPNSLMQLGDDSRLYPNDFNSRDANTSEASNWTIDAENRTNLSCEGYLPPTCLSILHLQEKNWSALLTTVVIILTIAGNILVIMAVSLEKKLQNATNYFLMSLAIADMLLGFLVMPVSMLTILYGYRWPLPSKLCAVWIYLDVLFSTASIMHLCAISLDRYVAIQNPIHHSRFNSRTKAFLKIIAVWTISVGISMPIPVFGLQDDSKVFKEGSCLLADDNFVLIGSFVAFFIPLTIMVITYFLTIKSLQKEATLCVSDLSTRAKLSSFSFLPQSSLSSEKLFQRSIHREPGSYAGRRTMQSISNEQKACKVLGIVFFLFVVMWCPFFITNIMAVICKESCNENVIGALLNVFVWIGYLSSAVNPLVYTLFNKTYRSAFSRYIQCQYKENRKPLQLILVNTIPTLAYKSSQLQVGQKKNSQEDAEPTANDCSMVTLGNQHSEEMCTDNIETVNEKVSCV
ABCB6 inh MLPCN = inhibitors of human ABC transporter ABCB6 | 360,000 tested, 0.19% active | fluorescence ratio to DMSO, % at 10 µM | K562-ABCB6 porphyrin accumulation, flow cytometry, 1 h; stronger effect = lower value | Q9NP58;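 active = fluorescence ratio to DMSO below 75%, the collection mean minus 3 SD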;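 also: signal is porphyrin accumulated inside mitochondria; 100% equals median channel fluorescence of DMSO control wells; lower ratio means ABCB6 inhibition with less porphyrin fluorescence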
iPSC survival up = hiPSC single-cell survival enhancement. ATPlite luminescence; 100% = ROCK inhibitor wells, 0% = DMSO. 360,000 tested, 0.044% active. survival enhancement, % at 20 µM; in the data active = survival enhancement above about 18%;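 also: cells exposed to compounds for 16 hours before the ATP read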
aDG glyco up = alpha-DG glycosylation activation; Pro5-aDG cells, alpha-DG glycosylation AlphaScreen (IIH6); 0% Pro5, 100% B10-LARGE cell signal; activation, % at 10 µM; 360,000 tested, 0.22% active; AID 624168;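 active = activation of at least 8% versus controls, or a plate z-score of at least 8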;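 also: Pro5 are CHO cells carrying HIG-tagged alpha-DG that lacks glycosylation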
Glyco luc inh = N-linked glycosylation inhibition. 360,000 tested, 0.23% active. D54 ERlucT glycosylation luciferase reporter, 24 h; percent of 100 nM tunicamycin response. reporter increase, % at 12.5 µM. AID 588692;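 active = mean luciferase reporter signal, scaled so untreated is 0 and the glycosylation-blocking control 100, at or above a set limit in every replicate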;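 also: luciferase carries N-glycosylation sites so blocking glycosylation raises the light; 0% = median of neutral control wells and 100% = median of 100 nM tunicamycin wells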
Active calls of the source: *; · = no result given.

structure | Exocytosis inh | Vif inh | aDG glyco up | Glyco luc inh | iPSC survival up | HTR2A ag | CaV13 FRET inh | PDI inh | H9c2 protect | ABCB6 inh MLPCN
CCOC(=O)N1CCC(O)(c2cc(C)c(C)cc2C)CC1 | -3 | -4 | 0.2 | 4 | -1.4 | 0 | -6 | 5 | -8 | 91
Cn1c(=O)[nH]c(=O)c2c1nc(N1CCN(Cc3ccccc3)CC1)n2CCCc1ccccc1 | -6 | -1 | -0.3 | 37* | 6.2 | -1 | · | -8 | 4 | 101
CC(C)(C)C(=O)NCc1ccc(C(=O)CSc2nnc3n2CCCCC3)s1 | 1 | 4 | 0.1 | 0 | -0.2 | -2 | -6 | -9 | 3 | 98
COc1cc2c(c(OC)c1OC)-c1ccc(SC)c(=O)cc1C(NC=O)CC2 (centres undefined) | -4 | 13 | -0.1 | 1 | -1.8 | -4 | -5 | -3 | 1 | 96
CC(C)NC(=O)C(=O)NNC(=O)C12CC3CC(CC(C3)C1)C2 | -7 | -1 | -0.3 | -1 | -1.0 | -4 | -3 | 4 | -6 | 104
O=C(Nc1cc(C(F)(F)F)ccc1N1CCOCC1)c1cn2ccccc2n1 | -7 | -16 | -0.3 | 1 | -0.5 | 3 | -6 | 2 | -3 | 90
Cc1cc(-c2ccc(C)c(S(=O)(=O)NCC3CCN(Cc4ccc(F)cc4)CC3)c2)on1 | 4 | 2 | 0.7 | -2 | -0.2 | -13 | -7 | 15 | -16 | 99
CCCN1CCN(C(c2cc3cc4c(cc3[nH]c2=O)OCO4)c2nnnn2C(C)(C)C)CC1 (centres undefined) | -1 | 7 | -0.1 | -4 | -1.1 | -1 | 0 | 1 | 7 | 105
CCCNS(=O)(=O)c1ccc(C(=O)NCC2CCCO2)cc1 (centres undefined) | 4 | 0 | 0.1 | 0 | 1.9 | 0 | · | -2 | 11 | 99
C/C(=N\NC(=O)c1cccnc1)c1cccc([N+](=O)[O-])c1 | -4 | 1 | -0.2 | -1 | -0.2 | 0 | 1 | 0 | -3 | 90
COCCNC(=S)Nc1ccccn1 | -2 | -12 | 0.5 | 0 | 0.3 | -2 | -3 | 7 | 14 | 97
C[C@H](CO)N1C[C@H](C)[C@@H](CN(C)Cc2ccc(F)cc2)Oc2ncc(Br)cc2C1=O | 0 | 3 | -0.3 | 0 | 2.1 | -3 | -3 | -7 | 11 | 99
CC(=O)Nc1ccc(NC(=O)COC(=O)[C@@H](NC(=O)c2ccc(F)cc2)C(C)C)cc1 | -3 | -2 | 0.0 | -1 | 1.1 | -5 | -4 | 2 | -2 | 100
O=C(Nc1ccc(Br)cc1)C1CC(c2c(F)cccc2Cl)=NO1 (centres undefined) | -1 | -12 | 0.0 | -1 | 0.0 | -3 | -20 | 1 | -4 | 98
Cc1cccc(C)c1-n1nnnc1C(c1ccnc2ccccc12)N1CCN(CCN(C)C)CC1 (centres undefined) | -1 | · | -0.2 | · | 0.0 | 1 | -5 | · | · | 101

Other records:
structure | Exocytosis inh | Vif inh | aDG glyco up | Glyco luc inh | iPSC survival up | HTR2A ag | CaV13 FRET inh | PDI inh | H9c2 protect | ABCB6 inh MLPCN
O=C(NC1CCN(Cc2ccccc2)CC1)C1CCN(S(=O)(=O)c2cccc3cccnc23)CC1 | 3 | -6 | -0.1 | -5 | 3.9 | 10 | 3 | -7 | 2 | 95
Cc1cc(N/N=C/c2ccccc2)nc(N)n1 | -2 | 1 | -0.1 | 3 | -0.7 | -3 | -2 | 4 | -4 | 96
Cc1cc(C)cc(NS(=O)(=O)c2cc3[nH]c(=O)c(=O)[nH]c3cc2C)c1 | 2 | 12 | 0.0 | -2 | -1.4 | 2 | -5 | · | 12 | 106
COc1ccccc1CNC(=O)CN1C(=O)NC(c2ccccc2)(c2ccccc2)C1=O | 15 | 0 | 0.2 | 0 | 2.6 | -2 | -7 | -4 | -2 | 106
Cc1cc(C)n(/N=C\c2c(O)ccc3ccccc23)c(=O)c1C(N)=O | -3 | 0 | -0.2 | 3 | 6.5 | -3 | -5 | 2 | 11 | 102
COC(=O)[C@@]1(Cc2ccccc2)[C@H]2C(=O)N(Cc3ccccc3)C(=O)[C@H]2[C@H]2CN=C(SCc3ccccc3)N21 | -2 | -18 | 4.4 | 3 | -0.6 | -1 | -4 | -4 | -7 | 97
COc1cc(NC(=O)C2CCCN(S(=O)(=O)c3ccc4c(c3)oc(=O)n4C)C2)cc(OC)c1 (centres undefined) | -3 | -7 | -0.2 | 1 | 3.7 | 2 | -8 | 4 | -7 | 104
O=C(NN1C(=O)/C(=C/c2cccc(O)c2)SC1=S)c1ccccc1O | 12 | 1 | 0.1 | 0 | -0.4 | 1 | -7 | 3 | -2 | 91
COc1ccc2c(c1)C(=C(C#N)C#N)C(=O)N2CCc1ccccc1 | 98* | -4 | -0.1 | -2 | -0.2 | 0 | -5 | -4 | -9 | 108
CCN(CC)S(=O)(=O)c1cccc(C(=O)OCC(=O)Nc2ccc3c(c2)c2ccccc2n3CC)c1 | -2 | 2 | -0.1 | 29* | -0.7 | 1 | -15 | 5 | 0 | 103
Cc1nc(Cl)c(C(=O)NCCc2ccccc2)c(C)c1[N+](=O)[O-] | -2 | 0 | 0.0 | 0 | 0.5 | 6 | -20 | 0 | 6 | 95
O=C(O)c1cc2[nH]c3c(c2cc1Cl)CCCC3 | -3 | 5 | 0.0 | 0 | 1.2 | 0 | -4 | -18 | 5 | 100
CC(=O)Nc1cc2c(cc1[N+](=O)[O-])-c1ccccc1C2O (centres undefined) | 0 | 3 | 1.1 | -3 | -1.5 | -2 | · | -5 | 16 | 96
COc1ccc(NC(=O)Cn2c(=O)n(CC(=O)NCc3ccco3)c(=O)c3ccccc32)cc1 | -1 | -3 | -0.1 | 0 | 1.5 | 1 | -5 | -3 | 2 | 98
CC(=O)C1=NOC2C(=O)N(c3ccccc3)C(=O)C12 (centres undefined) | 1 | -12 | -0.1 | 0 | -0.3 | 2 | -9 | 16 | 4 | 101

One compound at a time (already shown). Order of values: Exocytosis inh | Vif inh | aDG glyco up | Glyco luc inh | iPSC survival up | HTR2A ag | CaV13 FRET inh | PDI inh | H9c2 protect | ABCB6 inh MLPCN
Shown for `COc1ccc2c(c1)C(=C(C#N)C#N)C(=O)N2CCc1ccccc1` : 98* | -4 | -0.1 | -2 | -0.2 | 0 | -5 | -4 | -9 | 108
Shown for `O=C(NC1CCN(Cc2ccccc2)CC1)C1CCN(S(=O)(=O)c2cccc3cccnc23)CC1` : 3 | -6 | -0.1 | -5 | 3.9 | 10 | 3 | -7 | 2 | 95
Shown for `CC(=O)C1=NOC2C(=O)N(c3ccccc3)C(=O)C12` (centres undefined) : 1 | -12 | -0.1 | 0 | -0.3 | 2 | -9 | 16 | 4 | 101

Later entries:
structure | Exocytosis inh | Vif inh | aDG glyco up | Glyco luc inh | iPSC survival up | HTR2A ag | CaV13 FRET inh | PDI inh | H9c2 protect | ABCB6 inh MLPCN
CC1=C(C(=O)OC2CCCCC2)C(c2ccccc2)NC(=O)N1 (centres undefined) | -6 | 5 | -0.2 | -4 | 4.6 | 1 | -19 | -4 | -5 | 98
CCC(C)(C)n1nnnc1CN1CCN(c2nc3cc(OC)ccc3cc2C#N)CC1 | 2 | · | 1.5 | 0 | -0.6 | 4 | · | -1 | -16 | 104
CC(C)(C)c1ccc(OCC(=O)N2CCN(c3ccccn3)CC2)cc1 | 2 | 7 | 0.3 | 3 | -0.3 | -2 | -3 | -9 | -9 | 93
CCCNC(=O)NS(=O)(=O)c1cnccc1Sc1ccc(Cl)c(Cl)c1 | 1 | 18 | -0.1 | 2 | 1.8 | 5 | · | -13 | 13 | 98
CCNC(=O)CN(Cc1ccccc1)S(=O)(=O)c1ccccc1 | 3 | 4 | 0.1 | -1 | 2.3 | -7 | -9 | 3 | 4 | 100
O=C(Nc1nccs1)c1csc2c1CCCC2 | -1 | -11 | 0.1 | -2 | -2.2 | -1 | -5 | 3 | -5 | 93
Cc1onc(-c2ccccc2Cl)c1C(=O)Nc1ccc(-n2nncc2-c2ccco2)cc1 | -1 | · | 0.2 | 6 | 0.5 | -1 | · | -2 | 12 | 100
CC(C)c1nnc(SCC(=O)N2CCOCC2)n1C | -6 | 1 | -0.1 | -1 | 1.6 | 1 | -8 | -8 | 5 | 100
C=CCn1c(SCC(=O)c2cc(C)n(Cc3cccs3)c2C)nnc1-c1ccncc1 | -1 | · | -0.1 | -1 | -0.8 | -3 | · | 1 | 4 | 106
O=C(NCCc1ccc(F)cc1)C(=O)Nc1cc2c3c(c1)CC(=O)N3CCC2 | -8 | 5 | 0.0 | 0 | 0.1 | 2 | -6 | 10 | 53* | 99
Cc1cc(NC(=O)C2CC(=O)N(c3cccc(C)c3C)C2)no1 (centres undefined) | 20 | 7 | -0.1 | 1 | -0.5 | -2 | -4 | -12 | 1 | 98
C=C(C)c1cccc(C(C)(C)NC(=O)NCc2ccc(OC)c(OC)c2)c1 | 1 | -21 | 0.3 | 0 | -2.1 | 24* | -9 | 4 | 6 | 105
Cc1cc(S(=O)(=O)N2CCN(c3ccccc3O)CC2)c(C)s1 | 1 | · | -0.1 | -1 | 3.9 | 6 | 4 | · | -12 | 102
CN(C)S(=O)(=O)c1ccc(S(=O)(=O)NCc2cccs2)cc1 | -15 | -10 | -0.1 | 0 | -0.3 | 4 | -3 | 7 | 1 | 94
COc1ccc(N2CCN(C(=O)C3CC(=O)N(c4ccc(C)cc4)C3)CC2)cc1 (centres undefined) | -4 | 2 | -0.1 | -1 | 0.1 | -1 | -7 | 2 | 0 | 91
COC(=O)C1=C(C)N(Cc2cccnc2)C(=O)/C1=C\c1sccc1C | -5 | -7 | -0.3 | 1 | 3.7 | 12 | -1 | -3 | 12 | 99
Oc1cc(O)cc(/C=C/c2ccc(O)c(O)c2)c1 | -1 | -2 | 0.2 | -10 | -5.0 | -10 | -4 | -2 | 7 | 97
COc1ccc(CCNC(=O)c2ccc(S(=O)(=O)N3CCCCC3)cc2)cc1 | -2 | · | 0.3 | -1 | -0.5 | -2 | -2 | -15 | -5 | 101

6 compounds picked at random from those above:
structure | Exocytosis inh | Vif inh | aDG glyco up | Glyco luc inh | iPSC survival up | HTR2A ag | CaV13 FRET inh | PDI inh | H9c2 protect | ABCB6 inh MLPCN
Cc1cc(NC(=O)C2CC(=O)N(c3cccc(C)c3C)C2)no1 (centres undefined) | 20 | 7 | -0.1 | 1 | -0.5 | -2 | -4 | -12 | 1 | 98
O=C(Nc1nccs1)c1csc2c1CCCC2 | -1 | -11 | 0.1 | -2 | -2.2 | -1 | -5 | 3 | -5 | 93
COc1ccc(CCNC(=O)c2ccc(S(=O)(=O)N3CCCCC3)cc2)cc1 | -2 | · | 0.3 | -1 | -0.5 | -2 | -2 | -15 | -5 | 101
CCCNC(=O)NS(=O)(=O)c1cnccc1Sc1ccc(Cl)c(Cl)c1 | 1 | 18 | -0.1 | 2 | 1.8 | 5 | · | -13 | 13 | 98
CCNC(=O)CN(Cc1ccccc1)S(=O)(=O)c1ccccc1 | 3 | 4 | 0.1 | -1 | 2.3 | -7 | -9 | 3 | 4 | 100
C=C(C)c1cccc(C(C)(C)NC(=O)NCc2ccc(OC)c(OC)c2)c1 | 1 | -21 | 0.3 | 0 | -2.1 | 24* | -9 | 4 | 6 | 105
